Bioassay records: PubChem BioAssay, National Center for Advancing Translational Sciences (NCATS)
Akt phos inh: blocks phosphorylation of Akt. activity change, % for hits at 50 µM. Neuro2A IGF-stimulated pAkt S473 HTRF, 20 min; stronger effect = lower value. 360,000 tested, 0.32% active; in the data active = activity change below about -80%; inconclusive = mostly about -51% to -80%; note: % is set by controls: 0 for no effect and ±100 for the full control effect
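Neuro2A cells (4,500/well, DMEM with 0.5% FBS) were treated with compound at a single 50 µM final concentration, stimulated with 6 nM IGF for 20 min at 37 °C, and lysed. Phospho-Akt Ser473 was read by HTRF as 665/615 ratio ×10^4.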
A549 tox: counter-screen for Nrf2 inhibitors: cytotoxicity in A549 cells; Potency, µM (top dose mostly 46 µM), for the others: at the top dose activity change, negative = cytotoxicity, most hits filed as inhibitors; 390,000 tested, 0.16% active; AID 504648; A549 ARE-Fluc cells, CellTiter-Fluor viability, 18-24 h; note: potency is the fitted concentration of half-maximal effect; % is set by controls: 0 for no effect and ±100 for the full control effect
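Cytotoxicity counterscreen: CellTiter-Fluor fluorescence was measured in A549 ARE_Fluc cells after 18-24 h of compound exposure in a concentration series. The subsequent BugLite luminescent read reports ARE-luciferase activity.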
Mm-Cpn inhibitor: blocks the Methanococcus maripaludis chaperonin Mm-Cpn; purified Mm-Cpn ATPase, ADP Transcreener TR-FRET; Potency, µM (series often up to 76.9 µM), for the others: at the top dose activity, negative = inhibition, most hits filed as inhibitors; 330,000 tested, 0.031% active; AID 504842; note: potency is the fitted concentration of half-maximal effect; % is set by controls: 0 for no effect and ±100 for the full control effect; nearly all actives have a fitted effect of over 80% in size
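Purified archaeal chaperonin (25 nM final) was preincubated with compound for 10 min at 37°C, then ATP (10 uM final) was added for 30 min at 37°C in Tris pH 7.4/KCl/MgCl2/DTT buffer. ADP was quantified by HTRF Transcreener TR-FRET.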
CCT chaperon mod: modulators of cytosolic chaperonin (CCT/TRiC) activity; purified chaperonin ATPase assay, HTRF ADP detection, 30 min; activity change, % (no concentration beside the values), hits read low; 360,000 tested, 0.3% active; in the data active = activity change below about -30%; note: % is set by controls: 0 for no effect and ±100 for the full control effect
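First, chaperonin was dispensed at 40 nM or 20 nM final depending on batch activity. Next, compounds were pinned at 76 uM and ATP added at 10 uM. After 30 min at 37 °C, ADP detection reagents ran 30 min at ambient temperature.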
ATXN viability: reduces viability in counter-screen for ATXN expression inhibitors; S2 cells (HEK-293 line with an ATXN2-luciferase reporter) viability, CellTiter-Fluor protease fluorescence, 24 h; 400,000 tested, 0.49% active; Potency, µM (highest dose often 56.7 µM), actives largely listed as cytotoxic; AID 651635; note: potency is the fitted concentration of half-maximal effect; nearly all actives have a fitted effect of over 40% in size
HepG2 tox: HepG2 cytotoxicity, counter-screen for TGF-b inhibitors; 410,000 tested, 0.76% active; Potency, µM (highest dose often 46.1 µM), for inactives: at the top dose activity change, negative = cytotoxicity, most hits filed as cytotoxic; HepG2 CAGA-GFP viability, ATP luminescence, 18 h; note: potency is the fitted concentration of half-maximal effect; some results filed as inactive show a strong effect at the top dose
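HepG2 CAGA-GFP cells (1000/well, DMEM with 1% FBS) received compound, then TGF-beta at 500 pg/mL final, and were incubated 18 hours at 37 degrees C. Viability was read by CellTiter-Glo luminescence. Media-only wells were set as complete cell-killing and DMSO as no toxicity.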
TGFb SMAD3 inh: inhibitors of TGF-b signaling. AID 588855. 410,000 tested, 1.2% active. Potency, µM (titrated, usually from 46.1 µM), for the others: top-dose activity, negative = inhibition, usual class: inhibitors. HepG2 CAGA-GFP TGF-b/SMAD3 reporter, GFP fluorescence, 18 h; TGF-beta stimulated, 500 pg/mL final; note: potency is the fitted concentration of half-maximal effect; % is set by controls: 0 for no effect and ±100 for the full control effect; nearly all actives have a fitted effect of over 65% in size
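Inhibition was scored as loss of TGF-beta-induced (500 pg/mL final, 18 hours, 37 degrees C) GFP in HEPG2 cells carrying a CAGA-GFP reporter, in DMEM with 1% FBS. Well GFP was summed per cell; Activity was normalised to unstimulated and stimulated DMSO wells, then concentration-response fitting.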
Nrf2 block: Nrf2 pathway inhibition | A549 ARE-Fluc reporter, luciferase luminescence, 18-24 h | 360,000 tested, 2.1% active | Potency, µM (doses to about 46 µM), inactives show at the highest dose activity change, negative = inhibition, most hits filed as inhibitors; note: potency is the fitted concentration of half-maximal effect; % is set by controls: 0 for no effect and ±100 for the full control effect; nearly all actives have a fitted effect of over 60% in size
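Nrf2 function is reported as luminescence of an ARE-controlled luciferase in A549 cells. Compounds were tested at several concentrations, and a CellTiter-Fluor read on the same wells flagged cytotoxicity.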
Nrf2 ARE act: activates Nrf2 signaling | AREc32 ARE-luciferase reporter (MCF7-derived line), luminescence, 24 h | Potency, µM (series often up to 46.1 µM), without a hit: at the top dose activation, hits mostly activators | 410,000 tested, 0.31% active | AID 624171; note: potency is the fitted concentration of half-maximal effect; % of control where 0% means no effect; nearly all actives have a fitted effect of over 65% in size
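Cells of the AREc32 ARE-luciferase line are plated in OPTI-MEM containing 5% FBS and left overnight at 37 deg C. Compounds are pinned in, incubation continues 24 hr, and firefly luciferase signal is then measured.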
An asterisk follows results filed as active; i = inactive; ? = inconclusive; / = not tested or not shown; [ ] = another dose, or the depositor's remark. Unless noted, calls come from the whole dose curve; as a rule, active = well fitted curve in the direction sought with a large enough effect; inconclusive = small, poorly fitted or top-dose-only effect, or another doubt; inactive = no such curve, though single readings can be large; an effect the other way counts as inactive or inconclusive.

SMILES	Akt phos inh	A549 tox	Mm-Cpn inhibitor	CCT chaperon mod	ATXN viability	HepG2 tox	TGFb SMAD3 inh	Nrf2 block	Nrf2 ARE act
CCN(CC)C(=O)CSc1nsc(SCC(=O)N(CC)CC)c1C#N	i	-0.2%	1.9%	-1.7	i	0.2%	-0.6%	-28.7%	0.5%
CCOCCCn1c(=S)[nH]c2cc(C(=O)N3CCOCC3)ccc2c1=O	i	10.2%	3.0%	-2.3	i	7.2%	-1.1%	4.1%	-0.2%
COCC(C)n1c(C)cc(C(=O)COC(=O)CN=C2NS(=O)(=O)c3ccccc32)c1C (stereo unspecified)	i	-4.4%	-2.1%	1.7	i	1.7%	-6.8%	-18.4%	-0.7%
O=C(NCc1cccs1)C1CC(=O)N(C2CCCC2)C1 (stereo unspecified)	i	-3.5%[1.84 µM]	-1.0%	-0.6	i	4.4%	2.5%	5.3%	-0.7%
CCOc1ccc(NC(=O)CN(C)C(=O)c2ccc(C)o2)cc1OCC	i	-9.3%	-1.6%	-1.9	i	0.1%	3.1%	-6.8%	-0.3%
COc1cc(Br)c(CC(=O)NNC(=O)c2ccc(F)cc2)cc1OC	i	-2.8%	0.7%	-5.6	i	5.1%	3.5%	-4.5%	0.3%
O=C(Cc1cc(=O)[nH]c(=O)[nH]1)NCc1ccccc1	i	1.0%	0.6%	-2.5	i	-0.4%	-0.4%	3.7%	-1.1%
O=C(COC(=O)c1cc(Cl)ccc1O)NNC(=O)c1ccccc1F	i	0.8%	0.4%	0.4	?	-8.2%	-41.2%	10.1%	2.4%
Cc1ccc(OCC(=O)NCC(=O)Nc2ccc(F)c(F)c2F)c([N+](=O)[O-])n1	i	0.4%	-3.1%	0.3	i	38.5%	0.0%	-19.6%	2.6%
Cc1[nH]c(=O)[nH]c(=O)c1S(=O)(=O)Nc1ccc(F)c([N+](=O)[O-])c1	i	0.2%	-2.1%	-3.3	i	7.0%	-4.0%	0.5%	-1.1%
O=C1Nc2ccc(F)cc2C12OCCO2	i	-1.0%	0.2%	1.2	i	0.2%	22.6%	17.2%	-0.4%
S=C(NCCCc1cnc[nH]1)NCCCN(Cc1ccc(Cl)cc1)c1ccc(Br)cc1	/	-8.6%	/	/	/	-92.1%	?	?	/
Cc1ccc(CSc2nnc3nc(C)cc(C)n23)cc1	i	-0.5%	-1.5%	-1.4	i	8.9%	-1.7%	/	2.3%
COc1ccc(C(C)NC(=O)C23CC4CC(CC(C4)C2)C3)cc1 (stereo unspecified)	i	2.9%	1.2%	-3.1	i	1.0%	25.6%	-0.7%	-0.3%
COc1cc2cnc(-c3ccccc3)c(-c3ccc([N+](=O)[O-])cc3)c2cc1OC	i	0.3%	1.0%	-1.5	i	-9.2%	-4.5%	1.8%	9.3%
COc1ccc(-c2oc3ccc(-c4ccc(OC)nc4)cc3c2C#CC2(O)CCCCC2)cc1	i	-4.2%	-8.9%	1.2	i	12.2%	7.7%	-4.2%	0.3%
CCn1c(SCc2ccc(OC)cc2)nnc1-c1ccncc1	i	-2.2%	-0.3%	-2.3	i	-2.2%	-5.2%	-25.5%	-0.1%
CS(=O)(=O)N1Cc2cc(C(=O)NCC3CC3)nc(-c3cccc(-c4cccnc4)c3)c2[C@H]1CCO	i	/	/	0.7	i	/	/	/	2.9%
COC(=O)C1=CO[C@@H](O[C@@H]2O[C@H](CO)[C@@H](O)[C@H](O)[C@H]2O)C2C1CC(O)O[C@H]2C (stereo partly specified)	i	-1.9%	4.1%	-1.1	i	0.0%	28.7%	13.5%	0.2%
COC(C[C@@H]1O[C@H]1[C@H](O)COCc1ccccc1)OC	i	1.9%	5.0%	-1.0	i	-3.7%	?	4.1%	-0.5%
O=C(Nc1nc(-c2cccs2)c(C(=O)C(F)(F)F)s1)c1ccco1	i	2.0%	-19.8%	2.2	i	1.5%	-16.4%	?	7.8%
Cc1sc2ncn(CC(=O)NCc3ccccn3)c(=O)c2c1S(=O)(=O)N1CCOCC1	i	-1.9%	-1.2%	1.8	i	-12.4%	0.2%	0.7%	8.7%
COc1cc(/C=C/c2ccc3c([N+](=O)[O-])cccc3n2)ccc1OCC(=O)O	i	-11.0%	1.0%	1.2	i	-8.4%	-12.7%	0.0%	-1.2%
O=C(NCc1ccccc1CN1CCCC1)c1ccc(S(=O)(=O)Nc2ccccc2)cc1	i	/	/	-1.3	i	-31.4%	-14.4%	/	2.3%
O=C(NCCCN1CCOCC1)c1ccc2c(c1)N(Cc1cccc(F)c1)C(=O)c1ccccc1S2	/	0.5%	?	-77.1*	?	-53.7%	11.2µM*	19.6%	6.4%

In the list so far, these have a Cl atom.
SMILES	Akt phos inh	A549 tox	Mm-Cpn inhibitor	CCT chaperon mod	ATXN viability	HepG2 tox	TGFb SMAD3 inh	Nrf2 block	Nrf2 ARE act
O=C(COC(=O)c1cc(Cl)ccc1O)NNC(=O)c1ccccc1F	i	0.8%	0.4%	0.4	?	-8.2%	-41.2%	10.1%	2.4%
S=C(NCCCc1cnc[nH]1)NCCCN(Cc1ccc(Cl)cc1)c1ccc(Br)cc1	/	-8.6%	/	/	/	-92.1%	?	?	/

Next section:
SMILES	Akt phos inh	A549 tox	Mm-Cpn inhibitor	CCT chaperon mod	ATXN viability	HepG2 tox	TGFb SMAD3 inh	Nrf2 block	Nrf2 ARE act
CCOc1ccccc1NC1=C(Cl)C(=O)N(c2ccccc2)C1=O	i	1.9%	2.4%	-1.4	?	-2.8%	-28.9%	-10.4%	25.4%
CC(C)OC(=O)/C(C#N)=C/c1cn(Cc2ccccc2)c2ccccc12	i	-14.3%	-4.6%	2.7	i	-7.0%	?	-17.1%	2.6%
Cc1cc(Cl)ccc1OCC(=O)NCCOc1nc(N2CCOCC2)nc(N2CCOCC2)n1	i	4.1%	0.6%	2.0	i	-26.0%	-21.9%	11.6%	-0.4%
O=C(Oc1ccccc1C(=S)N1CCOCC1)c1cccc([N+](=O)[O-])c1	i	2.9%	-1.1%	-2.2	i	2.9%	-5.4%	1.2%	0.4%
COC(=O)C1=NN(C(=O)c2cccc(Br)c2)C(O)(c2ccc(Cl)cc2)C1 (stereo unspecified)	i	-5.4%	-11.6%	0.1	?	-78.9%	?	2.4%	24.3%
NS(=O)(=O)c1ccc2nc(NC(=O)C3CCCO3)sc2c1 (stereo unspecified)	i	0.2%	0.4%	-2.7	i	10.7%	-1.7%	?	0.4%
COc1ccc(C(=O)NCC(c2ccc3c(c2)OCO3)N2CCN(c3ccc(OC)cc3)CC2)cc1 (stereo unspecified)	i	?	-1.4%	-0.4	i	-4.5%	11.8%	-18.1%	0.1%
COc1ccccc1-c1nnc(SCC(=O)NCc2ccco2)n1N	i	5.9%	2.5%	1.2	i	-34.3%	2.3%	-0.3%	0.1%
COc1ccc(CNC(=O)CCC(=O)Nc2nnc(CC(C)C)s2)cc1	i	1.8%	-0.1%	-3.7	i	32.6%	37.7%[activator]	-3.8%	0.7%
O=C(NCc1ccc(F)cc1)Nc1nnc([C@H]2C[C@H](O)[C@@H](CO)O2)s1	i	/	/	0.7	i	5.5%	27.5%	/	0.3%
Cc1cccc(NS(=O)(=O)c2ccc3c(c2)OCC(C(=O)N2CCCC2)O3)c1C (stereo unspecified)	/	3.0%	/	/	i	-20.9%	-10.3%	-23.5%	1.1%
O=C(c1ccc(CS(=O)(=O)Cc2ccccc2)cc1)N1CCCCC1	i	-3.1%	1.5%	-0.6	i	2.8%	0.0%	?	-0.3%
COc1ccc(S(=O)(=O)N2CCN(c3nc(C)cc(C)n3)CC2)cc1	i	3.8%	-0.9%	-1.4	i	-7.3%	7.1%	8.2%	-0.8%
COc1ccccc1CCC(=O)OCC(=O)Nc1cccc(S(=O)(=O)N2CCOCC2)c1	i	3.8%	-0.7%	0.8	i	1.4%	0.6%	0.2%	-0.2%
Cc1ccc(C)c(S(=O)(=O)N2CCCOC2CNC(=O)C(=O)NCc2ccccn2)c1 (stereo unspecified)	i	0.2%	-5.1%	0.2	i	4.9%	6.4%	-8.0%	-0.3%
CC(c1nnc(SCC(=O)N(C)C2CCS(=O)(=O)C2)n1-c1ccccc1)N(C)C (stereo unspecified)	i	-7.2%	2.2%	-1.9	i	5.5%	2.2%	-6.8%	-0.3%
COc1ccc(C(=O)NCc2nnnn2-c2ccc(C)c(C)c2)cc1	/	-14.6%	/	/	/	-2.1%	-2.8%	/	0.3%
C=CCc1c(C)nc2c(C(=O)O)cnn2c1C	i	-6.6%	1.0%	-1.8	i	1.2%	1.4%	0.2%	0.3%
Cc1cc(N)n2nc(-c3ccccc3)c(-c3ccccc3)c2n1	i	4.8%	0.5%	0.6	i	1.8%	9.5%	4.8%	-0.6%
CSc1cccc(NS(=O)(=O)c2cccs2)c1	i	-0.5%	-0.2%	-0.5	i	2.9%	-9.5%	-5.9%	0.0%
Cc1ccc(C)c(OCc2cc(C(=O)NC(C)c3cnn(C)c3)no2)c1 (stereo unspecified)	i	1.1%	0.4%	1.4	i	-20.5%	7.4%	12.2%	0.2%
CC(C)NS(=O)(=O)c1ccc(OCC(N)=O)c(Cl)c1	i	2.5%	-1.0%	-4.9	i	3.3%	0.0%	/	-0.1%
Cc1cc(NCCNC2=CC(=O)CCC2)nc2ccccc12	i	-6.5%	-8.5%	-4.2	i	-15.3%	0.4%	0.9%	2.5%
Cc1ccc(OCc2nc(C#N)c(NCc3ccc4c(c3)OCO4)o2)cc1	i	-0.6%	-0.4%	1.5	i	-0.1%	-1.9%	-5.9%	0.3%
CCCn1c(N)c(N(CCOC)C(=O)CSc2cc(C)c3cccc(C)c3n2)c(=O)[nH]c1=O	i	-0.1%	0.6%	1.2	i	11.9%	9.1%	1.0%	-1.1%
CCC(=O)NC(C)c1nc2ccccc2n1C (stereo unspecified)	i	7.6%	-2.7%	2.6	i	0.4%	3.3%	4.5%	-0.4%
